Screening data: PubChem, several laboratories
SUMO1 PPI mod = modulators of human SUMO1-mediated protein-protein interactions. SUMO1 binding to a labelled peptide, TR-FRET, 1 h. inhibition, % at 20 µM. 360,000 compounds, 0.33% hits. AID 602429; in the data active = inhibition above about 37%
Target sequence (P63165 whole entry, looked up): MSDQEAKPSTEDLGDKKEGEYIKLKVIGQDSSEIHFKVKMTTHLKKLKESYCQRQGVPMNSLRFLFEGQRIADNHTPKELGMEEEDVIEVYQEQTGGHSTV
DNMT1 block = DNMT1 (human) enzyme inhibition; DNMT1 molecular beacon, Hinp1I cleavage, fluorescence; inhibition (reported as % activation of signal), % at 10 µM; P26358; 360,000 compounds, 0.83% hits; in the data active = inhibition above about 50%
SKN-1 block = inhibitors of C. elegans SKN-1. 360,000 compounds, 0.49% hits. inhibition, % at 21.8 µM. C. elegans VP596 Pgst-4::GFP/RFP ratio, acrylamide-induced, 24 h;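 active = interference check ratio from 0.5 to 1.5 plus GFP to RFP signal ratio inhibition reaching or exceeding a fixed threshold, cut at about 30% in these data, passing the limit was not always enough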; note: some compounds called inactive have numbers as strong as hits
NRP1-CendR mod = alters CendR peptide binding to human NRP-1; FAM-RPARPAR peptide binding to NRP-1, fluorescence polarization; 360,000 compounds, 0.85% hits; inhibition, % at 25 µM;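 active = inhibition or corrected inhibition above about 18%, plus a signal ratio from 0.5 to 1.5, limit read from the data, passing the limit was not always enough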; note: strong numbers were not always called active
Scp1 inh = Scp-1 (human) phosphatase inhibition | Recombinant Scp1, phosphopeptide, malachite green phosphate absorbance | inhibition, % at 20 µM | 340,000 compounds, 0.88% hits | Q9GZU7;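 active = inhibition above about 50% at 20 µM, limit read from the data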;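 note: plate controls were DMSO wells with enzyme for no effect and wells lacking enzyme for full effect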
Target sequence (Q9GZU7 76-261 limits assumed): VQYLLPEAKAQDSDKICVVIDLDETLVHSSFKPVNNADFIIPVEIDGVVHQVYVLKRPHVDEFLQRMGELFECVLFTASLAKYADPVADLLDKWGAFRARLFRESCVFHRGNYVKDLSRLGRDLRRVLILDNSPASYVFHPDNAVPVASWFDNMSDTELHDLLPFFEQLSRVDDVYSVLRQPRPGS
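Material: truncated SCP-1 phosphatase (76-261aa) / Buffer or medium: 50 mM Tris acetate pH 5.5, 0.005% Tween-20, 10 mM MgCl2 / Compound dosing: one concentration, 20 µM, with 1.0% DMSO / Incubation: 45 min room-temperature reaction, 5 min colour, 30 min stabiliser / Detection: colorimetric free-phosphate detection, absorbance 630 nm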
Neddylation inh = inhibitors of human cullin neddylation. P61081+Q13564. TR-FRET cullin neddylation, biochemical. calls only at 25 µM. 360,000 compounds, 0.58% hits; in the data active = inhibition above about 36%
Tb MetRS inh = Trypanosoma brucei MetRS inhibition; inhibition, % at 11.9 µM; 360,000 compounds, 0.4% hits; AID 624268; purified T. brucei MetRS, ATP depletion, Kinase-Glo luminescence;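 active = inhibition above a per-plate cutoff of the control wells' mean inhibition plus 3 SD, cut at about 5.5% in these data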;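 note: 0% = DMSO wells median and 100% = median of wells with control inhibitor compound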
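Material – parasite MetRS enzyme · Medium – HEPES-MgCl2-KCl buffer plus DTT, spermine, BSA, pyrophosphatase · Reagent – ATP, methionine and E. coli bulk tRNA substrates · Times – 15 min enzyme-compound preincubation, 2 h reaction, 10 min detection, 25 °C · Measured by – luminescence of leftover ATP · Evaluation – percent inhibition relative to median high and low control wells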
LMPTP inh = blocks human LMPTP phosphatase | AID 651560 | 360,000 compounds, 0.22% hits | inhibition, % at 20 µM | recombinant LMPTP-A, OMFP fluorogenic substrate, fluorescence intensity;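 active = compounds that cut the enzyme signal by at least half of the control window in the single-dose screen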;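 note: plate controls were DMSO wells with enzyme plus substrate for no effect and substrate without enzyme for full effect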
Target sequence (P24666 whole entry, looked up): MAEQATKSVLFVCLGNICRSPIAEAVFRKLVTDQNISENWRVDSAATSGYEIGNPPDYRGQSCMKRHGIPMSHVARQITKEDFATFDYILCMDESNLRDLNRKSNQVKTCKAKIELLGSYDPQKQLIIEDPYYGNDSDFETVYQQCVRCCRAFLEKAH
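Assay system: LMPTP-A enzyme. Input: 0.625 nM LMPTP-A final. Probe or stimulus: 400 µM OMFP. Compound dosing: single 20 µM dose. Schedule: 50 min dark incubation at room temperature. Detection: fluorescence intensity of OMFP turnover product. Read-out: percent inhibition versus substrate-only and uninhibited controls. Benchmarks: no-enzyme low control, uninhibited high control.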
STEP inh = STEP (human) phosphatase inhibition; recombinant STEP, OMFP fluorogenic substrate, fluorescence; AID 588621; 360,000 compounds, 0.25% hits; inhibition, % at 20 µM;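 active = inhibition at 20 µM, scaled per plate between control wells, above about 37%, limit read from the data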;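 note: 0% = DMSO with enzyme and substrate and 100% = substrate only without enzyme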
Target sequence (P54829 whole entry, looked up): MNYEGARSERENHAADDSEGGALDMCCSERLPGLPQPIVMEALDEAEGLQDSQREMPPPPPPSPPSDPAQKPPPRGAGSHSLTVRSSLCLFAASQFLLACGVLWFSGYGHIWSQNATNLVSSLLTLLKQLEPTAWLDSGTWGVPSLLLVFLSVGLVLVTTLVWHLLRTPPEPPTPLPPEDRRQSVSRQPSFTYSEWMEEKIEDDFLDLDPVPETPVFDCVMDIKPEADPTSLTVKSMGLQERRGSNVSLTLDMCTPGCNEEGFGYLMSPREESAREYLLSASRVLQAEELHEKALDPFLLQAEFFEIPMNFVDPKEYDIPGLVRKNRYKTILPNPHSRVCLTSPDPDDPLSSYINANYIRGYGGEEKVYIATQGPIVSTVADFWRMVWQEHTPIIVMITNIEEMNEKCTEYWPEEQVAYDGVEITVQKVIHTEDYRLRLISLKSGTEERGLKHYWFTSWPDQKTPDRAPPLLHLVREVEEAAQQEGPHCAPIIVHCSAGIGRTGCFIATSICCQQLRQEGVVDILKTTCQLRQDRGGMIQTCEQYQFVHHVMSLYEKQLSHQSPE
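Assay system: isolated STEP enzyme / Timing: 20 min at room temperature, dark / Doses: 20 µM, 1% DMSO / Technique: fluorescence intensity, excitation 480 nm, emission 540 nm / Reagent: fluorogenic phosphatase substrate OMFP at 25 µM final / Measure: percent inhibition scaled to no-enzyme and uninhibited-enzyme controls, plate-pattern corrected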
NadD block = NadD (S. aureus) enzyme inhibition. purified NadD enzyme, colorimetric absorbance read-out. 360,000 compounds, 0.78% hits. inhibition, % at 20 µM; in the data active = inhibition above about 26%; note: some compounds past the cut are filed as inactive
An asterisk follows results filed as active; i = inactive; x = no result given.

Compound	SUMO1 PPI mod	DNMT1 block	SKN-1 block	NRP1-CendR mod	Scp1 inh	Neddylation inh	Tb MetRS inh	LMPTP inh	STEP inh	NadD block
Cc1nc2nc(SCc3ccccc3)[nH]n2c(=O)c1CCC(C)C	7	2	9	-2	-6	i	-0.7	1.2	2	-3
COc1ccccc1N1CCN(C(=O)c2ccc3c(=O)n(Cc4ccco4)c(=S)[nH]c3c2)CC1	4	-5	16	-8	-7	i	0.2	1.5	2	16
CCOc1ccc(-c2nc(CSCC(=O)N3CCN(c4cccc(OC)c4)CC3)c(C)o2)cc1	0	-4	10	-2	-4	i	-0.8	1.3	-1	-4
C=CCNC(=O)c1ccc2nccnc2c1	-20	2	13	3	-7	i	-0.5	-1.6	-1	1
CN(C)C(=O)CCc1ccc2c3c([nH]c2c1)[C@]1(C)[C@@H](C(=O)N2CCOCC2)C[C@H](CC(=O)NCCCn2ccnc2)C(=O)N1CC3	-12	6	5	8	7	i	-0.5	-11	-1	2
O=[N+]([O-])c1cc([N+](=O)[O-])c(Oc2ccccc2F)cc1NN1CCCCC1	-9	2	11	7	-14	i	-0.2	0.2	2	-2
CCC(C)(C)NC(=O)C(c1ccncc1)N(C(=O)c1sc(C)nc1C)c1ccc(C)cc1 (centres undefined)	0	-2	4	6	-11	i	-0.8	-0.3	2	-10
S=c1[nH]nc(-c2ccc3ccccc3n2)o1	1	3	4	24	9	i	-1.1	-0.1	1	-7
CCC(C)C(NC(N)=O)C(=O)Nc1ccc(C)c(Cl)c1 (centres undefined)	0	3	0	-10	45	i	-0.2	-0.2	0	0
Cc1cc(C#N)c(C)n1-c1cc(C(F)(F)F)ccc1N1CCOCC1	3	-11	10	-16	-14	i	-0.2	0.7	-2	-6
COC(=O)c1cccc(NC(=S)N2CCOCC2)c1	1	0	-2	-7	-3	i	-0.6	-1.0	1	-6
CCOC(=O)Cc1csc(NC(=O)c2ccc(N3CCOCC3)cc2[N+](=O)[O-])n1	-32	-1	8	12	3	i	-0.2	1.2	0	-2
Cc1nc2c(OCc3ccc(Cl)cc3Cl)cccn2c1N(C)CC1CC1	12	8	28	-5	x	i	0.6	9.5	3	1
CC(C)n1c(Nn2cnnc2)nc2ccccc21	0	7	7	2	-12	i	-0.9	-0.9	-3	-3
O=C(O)c1ccc(Nc2ncnc3ccccc23)cc1	9	1	-24	1	-1	i	3.2	0.8	-1	-5
CCOC(=O)[C@]12CCC=C1N(Cc1ccccc1)C(=O)[C@H](CC(=O)NCCCCc1ccccc1)C2	0	x	4	-1	x	i	-0.2	2.5	x	5
C=CCc1c(C)[nH]c(=S)c(C#N)c1C	17	-4	15	-32	13	i	1.2	0.3	4	34*
O=C(O)CCC(=O)N1N=C(c2c(-c3ccccc3)c3cc(Cl)ccc3[nH]c2=O)CC1c1cccs1 (centres undefined)	10	-2	2	-2	-6	i	0.0	0.9	-3	17
C=CCC1Cc2c(Br)cccc2C(CC=C)N1 (centres undefined)	0	3	2	11	-3	i	0.1	2.1	1	7
CC(=O)c1cccc(NC(=S)NC(=O)c2ccc(C)cc2)c1	15	-2	-2	1	-9	i	0.1	-0.7	2	-7

A draw from above in order of heavy-atom count, lowest first.
Compound	SUMO1 PPI mod	DNMT1 block	SKN-1 block	NRP1-CendR mod	Scp1 inh	Neddylation inh	Tb MetRS inh	LMPTP inh	STEP inh	NadD block
CC(C)n1c(Nn2cnnc2)nc2ccccc21	0	7	7	2	-12	i	-0.9	-0.9	-3	-3
COC(=O)c1cccc(NC(=S)N2CCOCC2)c1	1	0	-2	-7	-3	i	-0.6	-1.0	1	-6
O=C(O)c1ccc(Nc2ncnc3ccccc23)cc1	9	1	-24	1	-1	i	3.2	0.8	-1	-5
CC(=O)c1cccc(NC(=S)NC(=O)c2ccc(C)cc2)c1	15	-2	-2	1	-9	i	0.1	-0.7	2	-7

Continued.
Compound	SUMO1 PPI mod	DNMT1 block	SKN-1 block	NRP1-CendR mod	Scp1 inh	Neddylation inh	Tb MetRS inh	LMPTP inh	STEP inh	NadD block
O=C1C=C(NCCNc2c(F)c(F)c(CO)c(F)c2F)CCC1	0	-2	16	0	0	i	-0.3	-1.1	-3	7
O=C(NCc1ccc2c(c1)OCO2)c1ccc2snnc2c1	-6	-3	10	-3	4	i	-0.3	0.9	0	-4
O=C(NCc1ccccc1)c1cc[n+](CC(=O)c2cccs2)cc1	-28	1	-15	0	-11	i	-0.4	-0.9	-3	-3
O=C(COc1ccccc1F)OCC(=O)c1ccc([N+](=O)[O-])cc1	-36	-19	-8	4	-5	i	-0.4	-0.3	-1	10
CCCCOc1ccc(NC(=O)CSCC(=O)OCC)cc1	0	-5	12	-12	-6	i	-0.8	-1.0	-2	1
O=C(CS(=O)CC(=O)N(CC(=O)NC1CCCC1)C1CCCCC1)Nc1ccc(F)cc1 (centres undefined)	-2	1	-6	4	-8	i	0.1	-2.1	0	-8
CC1CCC(C(=O)NC(C(=O)NCc2ccccn2)C(C)C)CC1 (centres undefined)	-4	0	-29	20	2	i	-1.4	0.6	1	4
CCOC(=O)c1ccc2nc3c(cc2c1)CCS3	0	1	16	-3	2	i	-0.2	0.0	-5	-2
O=C(c1cc2ccccc2oc1=O)N(Cc1cccc(Br)c1)C1CCS(=O)(=O)C1 (centres undefined)	-2	-3	12	9	-4	i	0.3	-1.5	0	-2
O=C(NCCc1ccccc1)c1ccccc1NC(=O)C1CCCO1 (centres undefined)	-4	0	-11	3	-10	i	-0.5	-1.3	-1	7
O=C(CCN1CCN(c2ccccc2)CC1)Nc1ccc(Cl)cc1	2	0	21	-1	-5	i	0.2	-0.3	1	-2
COc1ccccc1OCC(=O)NC1CCCCCCC1	-1	3	7	-3	-2	i	-0.6	0.0	0	7
Cc1ccc([C@H]2C[C@H](O)[C@@H](n3cc(C4CC4)nn3)CN2C(=O)c2cccs2)cc1	5	6	-4	-17	x	i	-1.1	0.3	-3	-1
O=C1CSc2ccc(C(=O)N3CCCCC3)cc2N1	-1	-5	-7	17	x	i	-0.3	0.9	2	2
COC(=O)[C@]1(Cc2ccccc2)N[C@H](CN(C)C(=O)Nc2ccc(OC)cc2)[C@@H]2C(=O)N(Cc3ccccc3)C(=O)[C@@H]21	-1	2	-8	4	12	i	-0.8	-0.4	1	2
O=[N+]([O-])c1ccc(-c2cn3ccccc3n2)cc1	-26	-6	14	-16	-11	i	-0.5	0.6	0	-1
OC(COCCOc1ccc(Br)cc1)CN1CCCCC1 (centres undefined)	1	-1	5	0	-8	i	0.1	-0.7	-5	-12
Cc1nn(CC(=O)N(C)C2CCC(C)CC2)c(C)c1S(=O)(=O)N(C)C (centres undefined)	-3	7	8	19	-5	i	-0.3	-2.6	4	-5
Cc1ccc2c(c1)C(O)(CC(=O)/C=C/C=C/c1ccccc1)C(=O)N2 (centres undefined)	-18	1	3	-14	-8	i	-0.3	-2.4	-3	0
O=C(COc1cccnc1[N+](=O)[O-])NCCc1ccc(F)cc1	-19	1	-17	-14	-6	i	0.3	-0.5	0	-3
CCc1ccc(OC(=O)c2ccn(CC)n2)cc1	-10	0	-26	5	-3	i	-1.4	0.3	-2	-6
Cc1cccc(-n2c(SCC(=O)NC3CCCC3)nnc2-c2ccoc2C)c1	-1	3	-28	-3	2	i	-0.6	-0.3	-2	-3
CC(C)CC(COCc1ccc(C(F)(F)F)cc1)N1CCN(C(=O)c2ccc(C(F)(F)F)cc2)CCC1=O (centres undefined)	6	-9	4	-4	-11	i	-0.3	3.4	4	1
COc1ccc(N(CC(=O)N2CCN(c3ccccc3)CC2)S(=O)(=O)c2ccccc2)cc1	-2	0	7	-9	x	i	-0.3	-0.1	0	4
CC1(c2nnc(Cc3ccccc3)o2)CC(c2ccccc2F)=NO1 (centres undefined)	0	2	0	4	-2	i	-0.6	-0.9	-1	-9
CCOc1ccc(N=C2SC(C(=O)O)CC(=O)N2C)cc1 (centres undefined)	7	-2	-6	-1	-3	i	-0.7	-1.3	7	3
CCOc1ccc(NS(=O)(=O)c2csc(C(N)=O)c2)cc1	1	-2	7	-11	16	i	-0.6	-1.9	-2	-5
Cc1ccc(C(=O)C2CCN(CC(=O)NC3CCCC3)CC2)cc1	-3	-4	1	4	-1	i	-0.8	-0.8	0	1
Cc1nn(C(=O)c2ccco2)c(C)c1Sc1ccccc1	0	-3	30	2	-7	i	-1.5	1.3	2	-4
O=C(Cc1ccccc1)NCC(=O)OCc1cccc([N+](=O)[O-])c1	-26	1	23	14	1	i	0.2	-0.5	2	1
COc1ccc(-n2ccc(=O)c(C(=O)O)n2)c(OC)c1	1	-2	11	0	-9	i	0.7	-2.8	1	1
COc1ccc2oc(C(=O)OCC(=O)N(Cc3ccccc3)C(C)(C)C)c(C)c2c1	1	-1	18	6	-8	i	-0.1	4.5	3	2
CC(=O)Nc1ccc(S(=O)(=O)NCC2CCC(C(=O)NCCC(C)C)CC2)cc1 (centres undefined)	3	2	7	-1	-2	i	-0.1	-0.6	-1	0
O=C(NCC(=O)N1CCN(c2ccccc2F)CC1)c1ccc(Br)o1	-5	0	0	-13	5	i	-0.3	-0.3	-1	4
COC1=Cc2c(ccc3ccc(=O)oc23)OC1(C)C	-15	-1	12	-6	-9	i	-0.9	0.1	2	6
CN(CC(=O)Nc1ccccc1Cl)C(=O)c1cccc(S(=O)(=O)N2CCN(c3ccc(F)cc3)CC2)c1	1	-3	-5	2	3	i	-0.5	-1.4	-3	-7
C=CCS/C(=N\n1cnc2ccccc2c1=O)N1CCCCC1	-4	-3	-7	9	4	i	-1.6	-0.5	-4	-4
Nc1c(Cl)cc(Cl)cc1C(=O)OCC(=O)NC1CC1	1	6	-7	2	6	x	-1.1	-0.4	2	-3
CCOC(=O)C(CC)(CCC(=O)O)c1csc(N)n1 (centres undefined)	-3	-8	-19	2	2	i	-1.0	-0.7	-3	2
O=C(C1CCC(CNS(=O)(=O)c2cccc3cccnc23)CC1)N1CCCC1 (centres undefined)	1	-2	7	9	-9	i	-0.7	-1.3	0	0
COc1ccc(N2Cc3ccccc3C2=NC(=O)c2cncc(Br)c2)cc1	-11	-3	2	13	-6	i	-1.1	-1.6	-2	-3
